Assay outcomes deposited in PubChem BioAssay by several laboratories.
TNAP inh hiacc: TNAP (human) inhibition, high acceptor. AID 1135. P05186. purified TNAP, CDP-star luminescence, 1 M DEA. 0.03% of 200,000 active. inhibition, % at 20 µM;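 active means over 50% inhibition of tissue-nonspecific alkaline phosphatase at 20 µM in the single-dose screen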;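 further: plate controls were DMSO wells for no effect and EDTA-quenched wells as full inhibition for full effect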
Target sequence (P05186 whole entry, looked up): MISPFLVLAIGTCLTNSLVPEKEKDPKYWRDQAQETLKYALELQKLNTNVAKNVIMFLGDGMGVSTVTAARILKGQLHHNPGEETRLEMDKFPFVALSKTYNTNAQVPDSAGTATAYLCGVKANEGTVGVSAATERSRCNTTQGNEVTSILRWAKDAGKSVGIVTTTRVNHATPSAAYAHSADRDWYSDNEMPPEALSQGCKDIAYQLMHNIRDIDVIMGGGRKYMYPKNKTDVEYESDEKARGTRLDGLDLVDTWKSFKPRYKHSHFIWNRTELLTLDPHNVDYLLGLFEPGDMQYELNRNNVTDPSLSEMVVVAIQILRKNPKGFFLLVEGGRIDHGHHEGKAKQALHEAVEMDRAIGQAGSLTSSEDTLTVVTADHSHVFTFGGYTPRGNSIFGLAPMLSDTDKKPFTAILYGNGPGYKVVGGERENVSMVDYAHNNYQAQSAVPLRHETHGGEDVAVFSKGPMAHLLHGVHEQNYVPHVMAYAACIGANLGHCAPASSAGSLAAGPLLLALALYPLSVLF
TNAP act hi DEA: activators of human TNAP at high phosphate acceptor concentration. AID 1136. 200,000 tested, under 10 active. purified TNAP, CDP-star luminescence, 1 M DEA, 30 min; hits give high values; 0 = EDTA background, 1 = DMSO-only activity. activation factor at 20 µM;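 active means activation factor at least 2 at 20 µM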
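system = human TNAP | amount = enzyme diluted 1/800 final | reagent = 100 µM CDP-star substrate | signal = luminescent substrate turnover signal | dosing = one dose, 20 µM | benchmarks = EDTA negative control, DMSO positive control | measure = activation factor | timing = 30 min reaction, room temperature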
FLuc stim CS: firefly luciferase counter-screen for stimulation assays; P08659; ATPlite luciferase biochemical, luminescence, 10 min; 0 = ATP-free wells, 1 = DMSO control; activation factor at 10 µM; 200,000 tested, under 10 active; AID 1027;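 active means luciferase activation factor, scaled between plate controls, of at least 2 with compound at 10 µM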
Target sequence (P08659 whole entry, looked up): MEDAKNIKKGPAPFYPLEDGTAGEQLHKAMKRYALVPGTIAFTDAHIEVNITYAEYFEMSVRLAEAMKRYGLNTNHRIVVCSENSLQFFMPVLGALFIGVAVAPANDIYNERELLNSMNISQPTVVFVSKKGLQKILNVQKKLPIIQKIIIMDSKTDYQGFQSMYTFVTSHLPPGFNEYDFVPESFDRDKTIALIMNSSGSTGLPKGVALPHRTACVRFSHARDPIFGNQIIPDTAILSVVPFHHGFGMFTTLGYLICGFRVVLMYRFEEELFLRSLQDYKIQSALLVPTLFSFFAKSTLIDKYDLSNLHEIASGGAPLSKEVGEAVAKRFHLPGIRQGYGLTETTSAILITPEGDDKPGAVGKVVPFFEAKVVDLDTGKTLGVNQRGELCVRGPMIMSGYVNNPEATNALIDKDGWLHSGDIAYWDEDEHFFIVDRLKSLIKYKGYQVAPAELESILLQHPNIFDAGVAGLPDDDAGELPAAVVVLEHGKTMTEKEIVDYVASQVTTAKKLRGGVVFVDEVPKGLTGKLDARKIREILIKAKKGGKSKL
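test system = cell-free luciferase reagent | medium = PBS as buffer for the ATP substrate | dosing = test compounds dosed from 2 mM stocks in 100% DMSO | incubation = 10 min at ambient temperature | detection = luminescence measurement of luciferase light output | benchmarks = low control with PBS replacing ATP, high control enzyme plus ATP without compound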
FLuc inhib CS: counter-screen for luciferase assay inhibitors: firefly luciferase inhibition; ATPLite firefly luciferase biochemical luminescence, 10 min; inhibition, % at 10 µM; 1.5% of 200,000 active;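 active means inhibition above about 50% when tested at 10 µM, limit read from the data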
bIAP activator: intestinal alkaline phosphatase (bovine) activation. AID 1016. 0.17% of 200,000 active. purified bovine IAP, CDP-star luminescence, 30 min; hits give high values; fold of DMSO-control signal, blank-subtracted. activation factor at 20 µM;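 active means activation factor of 2 or more at 20 µM, a signal rise over negative controls twice the positive control's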
RAM network inh: inhibitors of the yeast RAM network; inhibition, % at 50 µM; S. cerevisiae dse1pr::URA3 reporter, 5-FOA growth OD615, 2 d; analog-sensitive cbk1-as2 kinase mutant strain; AID 868; 1.8% of 190,000 active;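 active means inhibition above a set limit, 3 SD over mean compound inhibition, cut at about 8.4% in these data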;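 further: 0% = DMSO-only wells with no growth and 100% = 10 µM 1-NA-PP1 full growth; inhibition rescues growth on 5-FOA so higher OD means more RAM inhibition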
APP transl inh: APP translation inhibition; AID 1285; SH-SY5Y APP 5'UTR-luciferase reporter, luminescence; 0.82% of 190,000 active; inhibition, % at 2 µM;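 active means inhibition above a set limit, derived from the sample mean plus 3 SD, cut at about 45% in these data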; further: values of inactives mirror those of a sister screen read the other way
TNAP inh noacc: inhibitors of human TNAP without phosphate acceptor; inhibition, % at 20 µM; purified TNAP, CDP-star luminescence, 30 min; P05186; AID 1012; 0.26% of 200,000 active;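 active means tissue-nonspecific alkaline phosphatase inhibition above about 50% at 20 µM in the single-dose screen, limit read from the data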;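 further: 0% = DMSO negative control and 100% = EDTA positive control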
bIAP inhibitor: blocks bovine intestinal alkaline phosphatase activity | purified bovine IAP, CDP-star luminescence, 30 min | inhibition, % at 20 µM | 190,000 tested, under 10 active | AID 1019;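 active means over 50% inhibition of intestinal alkaline phosphatase at 20 µM in the single-dose screen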
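System: Purified bovine intestinal alkaline phosphatase (IAP) enzyme | Input: IAP diluted 1/65,000,000 in the well | Also added: CDP-star chemiluminescent phosphatase substrate, 30 µM final | Dosing: 20 µM single dose | Times: Enzyme reaction for 30 min at room temperature | Detection: Luminescence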
Lmaj promast: Leishmania major promastigote growth inhibition; Leishmania major promastigotes, resazurin fluorescence viability; inhibition, % at 10 µM; 9% of 200,000 active; in the data active means inhibition above about 50%;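 further: promastigotes grown with compound for 44 hours at 28 °C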
* hit, by the source's call; nt = no result given. Random draw from the library; any-hit rate near 13%.

(1) COc1ccc(NC(=O)/C=C/c2ccc(C)o2)cc1S(=O)(=O)N1CCOCC1
(2) COc1ccc(C(=O)N=c2sc3c(C)ccc(OC)c3n2C)cc1
(3) CC/C(=N/Nc1ccccc1)c1cnnc(-c2ccccc2)n1
(4) CCOc1ccc(S(=O)(=O)NCCCl)cc1
(5) CCc1c(O)nc2ccccn2c1=O
(6) CC1CCC2(CC1)SCC(=O)N2c1ccccc1 (stereo not given)
(7) CC(=O)Nc1ccccc1-c1nc2ccc(C(=O)N3CCN(c4ccccc4)CC3)cc2[nH]c1=O
(8) Cc1cc(=O)n2[nH]c(C)cc2n1

Assay by compound	1	2	3	4	5	6	7	8
TNAP inh hiacc	0	-1	7	-9	-1	-4	-3	-2
TNAP act hi DEA	1	1	0.9	1.1	1	1	1	1
FLuc stim CS	1	0.5	1	1	1	1.1	1	1.1
FLuc inhib CS	1	50	-1	-2	-5	-5	-1	-5
bIAP activator	0.8	0.8	0.7	0.9	1.1	1.1	1	1
RAM network inh	0.1	0.6	4.9	0.0	1.7	-0.5	2.2	1.9
APP transl inh	2	-80	-7	-24	-2	15	7	-17
TNAP inh noacc	-9	9	9	-6	-20	1	-8	-17
bIAP inhibitor	17	20	33	6	-10	-8	-4	1
Lmaj promast	-2	2	13	5	-4	-1	-3	7

The last 3 records of the part above come first, to join the parts:
(6) CC1CCC2(CC1)SCC(=O)N2c1ccccc1 (stereo not given)
(7) CC(=O)Nc1ccccc1-c1nc2ccc(C(=O)N3CCN(c4ccccc4)CC3)cc2[nH]c1=O
(8) Cc1cc(=O)n2[nH]c(C)cc2n1
(9) COc1ccc(C(=O)NCC(=O)OCC(=O)N2CCC(C)CC2)cc1OC
(10) COc1ccc(CC(=O)N2CCN=C2SCc2ccc([N+](=O)[O-])cc2)cc1
(11) O=C(CSc1nnc(Cc2ccccc2)n1-c1cccc(Cl)c1)N1CCOCC1
(12) CC1(C)Cc2c(sc(NC(=O)c3ccc(Br)o3)c2C#N)CO1
(13) Cc1ccc(N2C(=O)/C(=C\c3ccco3)SC2=S)cc1
(14) CC(=O)c1cccc(S(=O)(=O)Nc2ccc3nc(C)sc3c2)c1
(15) COc1ccc(OC)c(S(N)(=O)=O)c1
(16) O=C(c1n[nH]c(=O)c2ccccc12)N1CCOCC1

Assay by compound	6	7	8	9	10	11	12	13	14	15	16
TNAP inh hiacc	-4	-3	-2	-3	3	-3	-2	6	-3	0	-3
TNAP act hi DEA	1	1	1	1	1	1	1	0.9	1	1	1
FLuc stim CS	1.1	1	1.1	1	1	1	0.4	1	1.1	1	1
FLuc inhib CS	-5	-1	-5	-3	0	-3	64*	2	-6	-3	1
bIAP activator	1.1	1	1	1	1.2	1.2	0.9	0.9	1	1	1
RAM network inh	-0.5	2.2	1.9	-0.5	1.8	1.0	2.6	5.5	1.8	1.1	1.3
APP transl inh	15	7	-17	-22	-12	15	-88	-15	-5	-20	-1
TNAP inh noacc	1	-8	-17	-9	-4	-14	-3	-4	-8	-6	-8
bIAP inhibitor	-8	-4	1	-5	-16	-21	8	6	4	4	-1
Lmaj promast	-1	-3	7	-13	76*	-6	-4	-3	-4	-5	-4

(17) COc1cccc(C(=O)Nc2cc(C)on2)c1OC
(18) COc1cccc(N2CCN(CC(=O)c3c(C)[nH]c4ccccc34)CC2)c1
(19) CCc1cccc2sc(NC(=O)c3ccc(N4C(=O)CCC4=O)cc3)nc12
(20) CC(=O)NC(=S)Nc1ccccc1C(=O)NC1CCCCC1
(21) O=[N+]([O-])c1ccc(O)c(C=Nc2ccc3nc(-c4ccccc4)[nH]c3c2)c1
(22) N#Cc1c(-c2ccc(F)cc2)nc2n(c1=O)CCS2
(23) COC(=O)c1sccc1NC(=O)CN1CCN(c2ccc(F)cc2)CC1
(24) COc1ccc(CNC(=O)CN(c2cc(C)cc(C)c2)S(=O)(=O)c2c(C)noc2C)cc1

Assay by compound	17	18	19	20	21	22	23	24
TNAP inh hiacc	3	-2	0	3	1	-10	-7	-10
TNAP act hi DEA	1	1	1	1	1	1.1	1.1	1.1
FLuc stim CS	0.9	1	1.1	1	0.6	1	1.1	1.1
FLuc inhib CS	10	-3	-6	-3	41	-2	-9	-8
bIAP activator	1	0.9	0.9	0.7	0.9	0.9	0.9	1
RAM network inh	2.3	nt	3.4	1.5	-1.1	1.1	-0.7	1.8
APP transl inh	-51	8	-4	10	-76	-7	4	0
TNAP inh noacc	-5	-13	-6	-7	3	-14	14	6
bIAP inhibitor	3	7	5	31	8	14	12	4
Lmaj promast	-8	9	-5	19	-6	-4	-2	-1

(25) COc1ccc(N(CC(=O)NCCSCc2ccco2)S(=O)(=O)c2ccccc2)cc1
(26) O=c1c2ccccc2nc2c3ccccc3ncn12
(27) N#C/C(=C\c1ccncc1)c1nc2ccccc2c(=O)[nH]1
(28) COc1ccc(N2CCN(C(=O)CSc3ccc([N+](=O)[O-])cc3)CC2)cc1
(29) CCOc1ccc(-n2c(SCC(=O)NCc3ccco3)nc3c(c2=O)SCC3)cc1
(30) CCN=C1S/C(=C\c2ccc(-c3cccc(C(=O)O)c3)o2)C(=O)N1CC
(31) C/C(N)=C(/C#N)C(=O)COC(=O)CCSc1ccccc1
(32) CSc1nc2oc3c(c2c2nncn12)CC(C)(C)SC3

Assay by compound	25	26	27	28	29	30	31	32
TNAP inh hiacc	3	0	3	-1	-8	1	-1	-5
TNAP act hi DEA	1	1	1	1	1.1	1	1	1.1
FLuc stim CS	1	1	0.8	1.1	1.1	0.8	1	1
FLuc inhib CS	-2	1	16	-7	-6	18	-2	1
bIAP activator	1	0.9	1.3	1.1	0.9	1.2	1	1.1
RAM network inh	9.3*	nt	0.3	3.0	8.2	3.8	-0.7	0.4
APP transl inh	4	9	10	-24	-19	-185	-1	2
TNAP inh noacc	-5	-3	54*	5	-16	1	-10	-15
bIAP inhibitor	-1	6	-26	-13	13	-21	-3	-6
Lmaj promast	40	0	2	-4	-5	6	-9	25

(33) CCOc1ccc2[nH]c(=O)c(CN(Cc3ccco3)Cc3nnnn3Cc3ccccc3)cc2c1
(34) CCOC(=O)Cn1c(=NC(=O)c2nc3ccccc3s2)sc2cc(S(N)(=O)=O)ccc21
(35) COC(=O)C1=C(C)Nc2nnnn2C1c1ccc(Cl)cc1Cl (stereo not given)
(36) CCN1CCCC1CN(Cc1cc2cc(C)ccc2[nH]c1=O)C(=O)Nc1ccccc1OC (stereo not given)
(37) S=C(NC1CC1)NC1CCCc2ccccc21 (stereo not given)
(38) CCOC(=O)C(NC(=O)NCc1ccccc1)(OCC)C(F)(F)F (stereo not given)
(39) CC1(C)C(=O)OC(c2ccccc2)C2(CCCC2)C1=O (stereo not given)
(40) COc1ccccc1N1CCN(Cc2nnnn2CCc2ccccc2)CC1

Assay by compound	33	34	35	36	37	38	39	40
TNAP inh hiacc	-1	3	-4	-3	0	-4	-9	-1
TNAP act hi DEA	1	1	1	1	1	1	1.1	1
FLuc stim CS	1	1.1	1	1	1	1.1	1	1
FLuc inhib CS	-3	-7	-2	2	-5	-7	0	-4
bIAP activator	1.1	1	1	1.3	0.9	0.9	0.9	1
RAM network inh	2.6	10*	0.6	0.0	1.4	2.8	1.0	1.5
APP transl inh	19	8	1	0	-4	9	9	4
TNAP inh noacc	6	-14	-6	-3	-4	-6	-7	-9
bIAP inhibitor	-6	-4	1	-28	14	14	8	1
Lmaj promast	22	-8	13	4	6	-5	0	-6

(41) CCC(C)C(NC(=O)C1CCC(C)CC1)C(=O)NC1CCN(Cc2ccccc2)CC1 (stereo not given)
(42) O=C(/C=C/c1c(Cl)nc2ccccn12)N1CCCCC1
(43) CCCOc1ccc(C2c3c(oc4ccccc4c3=O)C(=O)N2CCCN2CCOCC2)cc1 (stereo not given)
(44) CCOc1ccc(S(=O)(=O)N(CC(=O)N/N=C/c2cccs2)c2ccc(C)cc2)cc1
(45) c1cc(C(c2nnnn2C2CCCCC2)N2CCN3CCCC3C2)ccn1 (stereo not given)
(46) CCN(CC)CC(O)c1cccn1-c1ccc(CNC(=O)NC(C)C)cc1 (stereo not given)
(47) CCN(CC)CCN1C(=O)C(=O)/C(=C(/O)c2c(C)[nH]c(C(=O)OC)c2C)C1c1ccc(OC)cc1 (stereo not given)
(48) Cc1ccc(Nc2n[nH]c(C)c2[N+](=O)[O-])cc1C

Assay by compound	41	42	43	44	45	46	47	48
TNAP inh hiacc	-3	3	5	-6	2	-2	-9	12
TNAP act hi DEA	1	1	0.9	1.1	1	1	1.1	0.9
FLuc stim CS	1.1	1	1	1.1	1.1	1	1.1	0.9
FLuc inhib CS	-5	1	-1	-6	-7	3	-7	10
bIAP activator	0.9	1	1	0.9	1	1.2	1	0.8
RAM network inh	2.1	-0.2	0.0	1.2	0.1	2.1	0.1	2.7
APP transl inh	-12	-34	-8	5	3	-13	-1	-210
TNAP inh noacc	-7	-4	-5	-4	-4	-3	-10	8
bIAP inhibitor	8	-2	-3	6	0	-18	1	22
Lmaj promast	-8	0	7	23	-8	0	-9	-3

(49) CCOC(=O)c1ccccc1NC(=O)c1ccc2c(=O)n3c(nc2c1)CCCCC3
(50) CCCc1nc2cc(CC(=O)OC)ccc2o1
(51) CCOC(=O)C1(Cc2cccc(F)c2)CCN(C(=O)C2CCC2)CC1
(52) CC1=NC(C)(C)Cc2cc(C)c(C)cc21
(53) CCOC(=O)c1c(-c2cccs2)csc1NC(C)=O
(54) CCCCCn1c(=O)[nH]c2cc(C(=O)NCCCN3CCC(C)CC3)ccc2c1=O
(55) Cc1ccc(C2C3=C(CCCC3=O)OC3=C2C(=O)CCC3)cc1
(56) Cc1ccc(C2CC(=O)NC3=C2C(=O)CCC3)cc1Br (stereo not given)

Assay by compound	49	50	51	52	53	54	55	56
TNAP inh hiacc	-2	-3	-6	-3	1	0	1	1
TNAP act hi DEA	1	1	1.1	1	1	1	1	1
FLuc stim CS	1	1	1.1	1	1.1	1	1.1	1
FLuc inhib CS	-4	-1	-8	-4	-5	-3	-8	-1
bIAP activator	0.8	1	0.9	1.1	0.8	1	1.1	1
RAM network inh	nt	0.1	2.4	1.6	3.5	2.4	0.8	0.0
APP transl inh	-1	-3	-15	6	-17	6	-3	14
TNAP inh noacc	-4	-8	-7	-7	-5	1	0	-7
bIAP inhibitor	19	4	6	-6	23	0	-10	-4
Lmaj promast	12	-2	-4	13	-7	58*	2	8

(57) Cc1nn(-c2ccccc2)c(C)c1/C=C/C(=O)OCC(=O)N(C)C1CCS(=O)(=O)C1 (stereo not given)
(58) O=C(CSc1nc2ccccc2s1)NCCCN1CCOCC1
(59) CC(C)c1nc2sc3c(SCC(=O)NCc4ccco4)ncnc3c2c2c1CCC2
(60) COc1ccc(Cl)cc1S(=O)(=O)N1CCN=C1C

Assay by compound	57	58	59	60
TNAP inh hiacc	-5	-12	0	-5
TNAP act hi DEA	1	1.1	1	1
FLuc stim CS	1	1.1	1	1
FLuc inhib CS	-3	-9	0	-1
bIAP activator	1	1	1.1	1.1
RAM network inh	1.5	1.9	2.1	3.1
APP transl inh	4	-11	-13	nt
TNAP inh noacc	-9	-10	-5	-16
bIAP inhibitor	4	4	-9	-7
Lmaj promast	14	-2	-4	-1
